Peg3 imprint: inducers of genomic imprint erasure in mouse ES cells; mouse ES Peg3-LacZ reporter, beta-gal luminescence, 40 h; Potency, µM (highest dose often 60.7 µM), for the others: at the top dose activity change, positive = activation, most hits filed as activators; actives 0.02% (n = 110,000); AID 1948;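 further: 0% = negative control wells on the plate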
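Imprint erasure is scored as LacZ activity from the silenced maternal Peg3 allele in feeder-free female ES cells cultured 40 h with LIF. Luminescence is normalized to in-plate negative controls and fitted to the Hill equation.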
p53ts 39C kill: kills p53ts cells at the nonpermissive temperature. H1299-p53A138V viability at 39C, ATP luminescence, 24 h. Potency, µM (top dose mostly 46.1 µM), for inactives: top-dose activity change, negative = cell killing, hits mostly cytotoxic. actives 1.5% (n = 130,000); further: nearly all actives have a fitted effect of over 55% in size
p53ts 32C kill: p53ts cell cytotoxicity, permissive temperature. H1299-p53A138V at 32C, ATP luminescence viability, 24 h. Potency, µM (top dose mostly 46.1 µM), inactives show top-dose activity change, negative = cytotoxicity, actives largely listed as cytotoxic. actives 0.93% (n = 130,000);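 further: 0% = DMSO and -100% = full killing by reference compound; nearly all actives have a fitted effect of over 55% in size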
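Viability by ATPlite luminescence after 24 h compound treatment (up to 46 uM) at the permissive 32C. Cells are H1299 carrying p53 A138V. Scale runs from DMSO basal to 100 uM tamoxifen as full kill; AC50 from Hill fits.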
IkB signaling: IkB pathway inhibition in ABC-DLBCL cells. AID 445. Potency, µM (titrated, usually from 57.1 µM), for inactives: at the highest dose IkBa stabilization activation. actives 0.04% (n = 110,000). ABC-DLBCL IkBa-CBG/CBR dual luciferase ratio, 4 h; response scale: scaled: untreated 0%, proteasome inhibitor 100%; active means well fitted curve in the direction sought with a large enough effect in the signal ratio, not every such curve was filed as active; inconclusive means small, poorly fitted or top-dose-only effect, or a change in a side signal; the % refers to the signal ratio;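 further: the direction sought is a rising ratio; 0% = basal untreated cells and 100% = reference inhibitor full response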
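In this assay, an IκBα–CBG68 fusion accumulates when IKK-driven degradation is blocked; native CBR normalizes for cell number. OCI-Ly3 cells were treated 4 h with compound and doxycycline, then green and red light read after Chroma-Glo addition.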
Active calls of the source: *; ? = inconclusive; / = not tested or not shown; [ ] = dose if it differs, or a comment. Unless noted, the call rests on the fitted dose curve; in most records, active means well fitted curve in the direction sought with a large enough effect; inconclusive means small, poorly fitted or top-dose-only effect, or another doubt; inactive means no such curve, though single readings can be large; an effect the other way counts as inactive or inconclusive. Unless noted, on the % scale 0 is the no-effect control and ±100 the full control effect; potency means the concentration at half of the fitted maximal effect.

SMILES	Peg3 imprint	p53ts 39C kill	p53ts 32C kill	IkB signaling
COc1ccc(Nc2nc3cc(Cl)c(Cl)cc3n3cnnc23)cc1Cl	10.6%[10.9 µM]	10.3%	13.1%	-4.1%
Cc1ccc(S(=O)(=O)N(CCc2ccccc2)CC(=O)Nc2cc(C)ccc2C)cc1	-19.3%[10.9 µM]	-19.3%	-1.5%	-1.4%
Nc1nonc1-n1nnc(C(=O)O)c1-c1cccs1	0.9%	2.8%	-9.6%	-1.8%
COc1ccc(/C=C/c2nc(C#N)c(NCCc3ccc(OC)c(OC)c3)o2)cc1OC	-13.2%[10.9 µM]	-17.6%	0.7%	?
CCOC(=O)c1ccc(NC(=O)c2ccc(CN3C(=O)CCn4nc(C)cc43)cc2)cc1	8.2%[10.9 µM]	-5.7%	-2.8%	0.4%
COc1ccc(-c2cc(C(F)(F)F)n3nc(C(=O)Nc4cc(C)on4)cc3n2)cc1OC	-3.5%	5.1%	10.4%	-1.8%
COc1ccc(S(=O)(=O)NCC(c2ccco2)N2CCOCC2)cc1OC (configuration not stated)	3.9%[10.9 µM]	4.6%	0.3%	-2.1%
Cc1cccc(-n2ccnc2SCC(=O)Nc2nc3ccccc3s2)c1	-17.5%[10.9 µM]	?	-6.3%	0.1%
CCOc1ccccc1NS(=O)(=O)c1ccc(N2CCCCS2(=O)=O)cc1	-3.4%[10.9 µM]	7.6%	3.0%	0.1%
Cc1ccc(N2C(N)=C(C#N)C(c3cccnc3)C3=C2CCCC3=O)cc1 (configuration not stated)	-1.4%	1.9%	0.8%	5.8%
Cc1cc(C)nc(NCC(O)CNc2ccccc2Cl)n1 (configuration not stated)	-16.9%	-6.4%	-0.9%	1.5%
Cc1ccccc1Nc1c(-c2ccc(Cl)cc2)nc2c(C)cccn12	-7.8%[10.9 µM]	-28.6%	-5.9%	-0.3%
COC(=O)C1C(=O)CC(C)(O)C(C(=O)OC)C1c1ccc2c(c1)OCO2 (configuration not stated)	-1.7%	-5.2%	-2.7%	0.9%
CSc1ccc(CCNC(=O)C2CCCN(S(=O)(=O)N(C)c3ccc(F)cc3)C2)cc1 (configuration not stated)	-17.5%[10.9 µM]	-19.7%	6.4%	-1.9%
CCc1ccc(C(=O)c2cn(CC(=O)Nc3ccc(OC)c(Cl)c3)c3nc(C)ccc3c2=O)cc1	-1.7%[10.9 µM]	?	-1.6%	3.7%
CCCOc1ccc(C2c3c(oc4cc(C)c(C)cc4c3=O)C(=O)N2CCCN2CCOCC2)cc1 (configuration not stated)	-12.6%	6.0%	9.5%	1.3%
Cc1ccccc1OCC(=O)N(Cc1ccc(N(C)C)cc1)CC1CCCO1 (configuration not stated)	-9.9%[10.9 µM]	-28.7%	1.6%	?
Cc1cc(C(F)(F)F)nc(SCC(=O)Nc2ccccc2)n1	-15.9%	8.2%	-1.3%	0.6%
CC(=O)c1ccc(NC(=O)c2c3c(nc4ccccc24)C(=O)N(C2CCCCC2)C3)cc1	4.3%[10.9 µM]	-25.5%	-2.5%	-1.2%
O=C(CN1CCN(S(=O)(=O)c2cc(Cl)ccc2Cl)CC1)Nc1ccc2c(c1)OCCO2	-20.2%	-8.7%	-9.1%	2.3%
Cc1cc(NC(=O)c2cc(C)on2)no1	0.2%	-0.7%	-0.9%	0.3%
O=C(O)c1ccc(CN(c2ccccn2)S(=O)(=O)c2ccccc2)cc1	14.3%	-1.2%	2.1%	0.0%
CCc1ccccc1NC(=O)c1ncoc1-c1ccco1	-11.6%[10.9 µM]	-11.7%	-2.8%	1.3%
CCCCc1c(O)n2c(nc3ccccc32)[nH]c1=O	-25.0%	-4.2%	-14.9%	4.0%
CCCn1c(O)c(CN2CCCCC2)c(C)c(C#N)c1=O	-9.0%	8.4%	4.7%	-0.6%

An excerpt of these results, as a markdown table.
| SMILES | Peg3 imprint | p53ts 39C kill | p53ts 32C kill | IkB signaling |
| --- | --- | --- | --- | --- |
| CCCCc1c(O)n2c(nc3ccccc32)[nH]c1=O | -25.0% | -4.2% | -14.9% | 4.0% |
| CCCn1c(O)c(CN2CCCCC2)c(C)c(C#N)c1=O | -9.0% | 8.4% | 4.7% | -0.6% |

(next part)
SMILES	Peg3 imprint	p53ts 39C kill	p53ts 32C kill	IkB signaling
COc1ccc(CNc2ccnc(-c3cccnc3)n2)c(OC)c1	-19.8%	-10.1%	-3.4%	0.1%[11.4 µM]
COc1ccc(Nc2c(-c3ccccn3)nc3ccc(Cl)cn23)cc1	3.7%[10.9 µM]	?	-6.4%	2.4%
Cc1onc(-c2ccccc2)c1C(=O)N1CCCN(C(=O)c2c(-c3ccccc3)noc2C)CC1	19.1%	7.0%	10.8%	-0.1%
Cc1cccc(OCc2nc(C#N)c(NCc3ccccc3Cl)o2)c1	-6.5%[10.9 µM]	-26.0%	2.7%	4.9%
COCc1nnc(NS(=O)(=O)c2ccc(Br)cc2)s1	6.4%	2.6%	-6.5%	1.0%
CNc1oc(-c2ccc(COc3ccc(C)cc3)o2)nc1C#N	-15.1%[10.9 µM]	12.7%	10.7%	0.7%
CC(C)CCn1c(=O)c2cccnc2n(CC(=O)Nc2ccccc2)c1=O	-14.0%[10.9 µM]	-19.5%	-6.4%	2.9%
COc1ccc(-c2cc(C(=O)N/N=C/c3ccc(OC)c(OC)c3)[nH]n2)cc1	/	-23.7%	-12.2%	/
C=CCOC(=O)Nc1c(C(=O)OC)[nH]c2ccc(Cl)cc12	-1.8%	0.9%	7.8%	-0.1%
Cc1cccc(NC(=O)CSC2=Nc3ccccc3C3=NC(CCC(=O)NCc4ccco4)C(=O)N23)c1 (configuration not stated)	-10.1%[10.9 µM]	-10.1%	7.4%	2.0%
COCCCNC(=O)CCCCn1c(=O)c2ccccc2n(CC(=O)Nc2ccc(C)cc2C)c1=O	-4.2%[10.9 µM]	16.7%	7.3%	-0.4%
Cc1cc(OCCSc2nnc(-c3cccs3)n2C)ccc1Cl	-14.1%	1.7%	7.6%	1.3%
CC1(C)CC(=O)c2cc(OCC(=O)NCCCN3CCN(c4ccccc4F)CC3)ccc2O1	-17.1%	-10.2%	4.8%	0.8%
COc1ccc(OC)c(N2C(=O)CC(Cc3ccc(C)cc3)C2=O)c1 (configuration not stated)	-5.7%	5.3%	-0.1%	0.7%
CS(=O)(=O)N1CCC2(CCN(Cc3ccncc3)CC2)CC1	/	-2.1%	0.2%	-1.3%[11.4 µM]
Cc1cc2c(cc1S(=O)(=O)N(CCN(C)C)Cc1ccco1)OCC(=O)N2	6.9%[10.9 µM]	-1.9%	6.6%	-1.1%
Cc1ccccc1-c1cncnc1Nc1ccccc1	8.5%	-3.5%	7.8%	2.7%[11.4 µM]
CN(Cc1ccccc1)c1nc2c(c(=O)[nH]c(=O)n2C)n1Cc1ccccc1	-4.9%	4.2%	-5.8%	0.1%
COC(=O)CNC(=O)CCCCC(=O)NCC(=O)OC	6.1%	-14.3%	-3.6%	0.5%
Cc1cc2c(cc1C)-c1nnnn1C(C)(C)C2	-8.9%	11.8%	9.1%	-2.0%
CCOc1ccc2c(O)csc2c1	-5.0%	-6.7%	4.0%	0.3%
CCc1ccc(NC(=O)c2cc(CN3CCOCC3)on2)cc1	-5.7%[10.9 µM]	-13.9%	-10.8%	0.2%
Cc1ccc(Nc2nc(N)nc(CN3CCN(Cc4ccc5c(c4)OCO5)CC3)n2)cc1Cl	-21.1%	-17.3%	-15.3%	?
COc1ccc(C2C/C(=N\O)C(C)(C)O2)cc1 (configuration not stated)	3.1%	-7.2%	3.2%	-0.8%
Cc1ccc(-n2c(N)c(-c3nc4ccccc4n3C)sc2=S)cc1	-11.5%	0.5%	0.8%	1.7%
SMILES	Peg3 imprint	p53ts 39C kill	p53ts 32C kill	IkB signaling
Cc1ccc(SCC(=O)NCCN2C(=O)CSC2=O)c(C)c1	-6.8%	-4.5%	3.2%	0.8%
CC(C)NC(=O)c1ccccc1NC(=O)CCS(=O)(=O)Cc1ccccc1	-9.7%	-12.5%	9.1%	-1.2%
CCc1ccc(S(=O)(=O)c2cn(C)c3cc(F)c(F)cc3c2=O)cc1	-9.3%[10.9 µM]	-1.5%	-8.1%	?
Nc1nc(NC(=O)c2cccnc2)nn1-c1ccccc1	-9.6%	3.7%	-7.9%	?
Cc1cc2c(cc1S(=O)(=O)CCC(=O)N1CCN(c3ccccc3)CC1)OCC(=O)N2	-13.7%[10.9 µM]	?	-0.2%	?
CC(C)(C)n1nc2c(c1NC(=O)c1ccc(Br)o1)CS(=O)C2 (configuration not stated)	-7.0%	-1.3%	-6.8%	0.5%
Cc1ccc(C)c(NC(=O)C2CCCN(S(=O)(=O)c3c(C)noc3/C=C/N(C)C)C2)c1 (configuration not stated)	-2.8%[10.9 µM]	19.3%	10.9%	?
COc1ccc(S(=O)(=O)Cc2ccc(C(=O)NCc3ccco3)o2)cc1	-8.9%	-9.1%	1.6%	-2.2%
CCCOc1ccc(C(=O)N(Cc2ccc(N(C)C)cc2)CC2CCCO2)cc1 (configuration not stated)	10.6%[10.9 µM]	-8.7%	6.3%	?
Cc1cc(NC(=O)CNC(=O)C2CCCCC2)no1	-7.2%	3.7%	-0.2%	0.3%
OCCCCCNc1ncnc2ccccc12	/	2.1%	-16.4%	/
Cc1ccc(CSCCNC(=O)CN(c2cccc(C)c2C)S(=O)(=O)c2ccccc2)cc1	-16.5%[10.9 µM]	-0.7%	7.9%	?
CCc1ccc(NC(=O)CSc2cn(CC(=O)N3CCCC3)c3ccccc23)cc1	-11.7%[10.9 µM]	-20.4%	-6.7%	-1.0%
CCC(c1nnc(SCC(=O)N2CC3(C)CC2CC(C)(C)C3)o1)N(C)C (configuration not stated)	-15.7%	2.4%	-1.2%	1.0%
CC(=O)n1c2ccccc2c2c1c1ccccc1n2C	-10.6%	-7.8%	3.1%	-2.0%
Cc1ccc(O)c(NC(=O)c2cccc(S(=O)(=O)N3CCCCC3)c2)c1	-13.2%	4.6%	1.2%	1.7%
COCCn1nnnc1C(c1ccccc1OC)N1CCN(c2ccccc2F)CC1 (configuration not stated)	-13.1%	-5.5%	2.1%	1.5%

An excerpt taken from the entries so far:
SMILES	Peg3 imprint	p53ts 39C kill	p53ts 32C kill	IkB signaling
CC(C)NC(=O)c1ccccc1NC(=O)CCS(=O)(=O)Cc1ccccc1	-9.7%	-12.5%	9.1%	-1.2%
CCc1ccc(S(=O)(=O)c2cn(C)c3cc(F)c(F)cc3c2=O)cc1	-9.3%[10.9 µM]	-1.5%	-8.1%	?
Nc1nc(NC(=O)c2cccnc2)nn1-c1ccccc1	-9.6%	3.7%	-7.9%	?
Cc1cc2c(cc1S(=O)(=O)CCC(=O)N1CCN(c3ccccc3)CC1)OCC(=O)N2	-13.7%[10.9 µM]	?	-0.2%	?
CC(C)(C)n1nc2c(c1NC(=O)c1ccc(Br)o1)CS(=O)C2 (configuration not stated)	-7.0%	-1.3%	-6.8%	0.5%
Cc1ccc(C)c(NC(=O)C2CCCN(S(=O)(=O)c3c(C)noc3/C=C/N(C)C)C2)c1 (configuration not stated)	-2.8%[10.9 µM]	19.3%	10.9%	?
COc1ccc(S(=O)(=O)Cc2ccc(C(=O)NCc3ccco3)o2)cc1	-8.9%	-9.1%	1.6%	-2.2%
CCCOc1ccc(C(=O)N(Cc2ccc(N(C)C)cc2)CC2CCCO2)cc1 (configuration not stated)	10.6%[10.9 µM]	-8.7%	6.3%	?
Cc1cc(NC(=O)CNC(=O)C2CCCCC2)no1	-7.2%	3.7%	-0.2%	0.3%
OCCCCCNc1ncnc2ccccc12	/	2.1%	-16.4%	/
Cc1ccc(CSCCNC(=O)CN(c2cccc(C)c2C)S(=O)(=O)c2ccccc2)cc1	-16.5%[10.9 µM]	-0.7%	7.9%	?
CCc1ccc(NC(=O)CSc2cn(CC(=O)N3CCCC3)c3ccccc23)cc1	-11.7%[10.9 µM]	-20.4%	-6.7%	-1.0%
CCC(c1nnc(SCC(=O)N2CC3(C)CC2CC(C)(C)C3)o1)N(C)C (configuration not stated)	-15.7%	2.4%	-1.2%	1.0%

Rows are unselected; any-hit rate near 1.7%.
